Bioassay records deposited in PubChem by several laboratories.
VIM-2 inh: VIM-2 metallo-beta-lactamase inhibitors, primary screen, biochemical, epi-absorbance readout, Pseudomonas aeruginosa enzyme; hit rate 0.89% among 290,000; purified VIM-2, nitrocefin hydrolysis, epi-absorbance fluorescence; AID 1527, 2009; inhibition, % at 5.6 µM;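 active = inhibition above the mean of all tested compounds plus 3 SD, cutoff set per screening run, cut at about 7.5% in these data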;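 note: red hydrolysis product quenches plate fluorescence so inhibitors raise well fluorescence; 0% = enzyme with DMSO and 100% = DMSO without enzyme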
NALP1 yeast inh: NALP1 inflammasome inhibitors in reconstituted yeast, colorimetric, S. cerevisiae, triplicate retest; inhibition, % at 10 µM; S. cerevisiae NALP1/ASC/caspase-1 growth, X-gal OD620, 72 h; hit rate 0.61% among 280,000; in the data active = inhibition mostly above about 24%, no sharp cut-off; inactive = mostly below about 32%; note: some compounds called inactive have numbers as strong as hits
MEKK2 mut-MEK5: MEK5 binding signal on mutant MEKK2 PB1, primary screen, biochemical, multiplex bead flow cytometry, Alexa488-MEK5 | Alexa488-MEK5 binding to MEKK2 mutant | percent response, % at 10 µM | hit rate 0.35% among 290,000 | AID 1530, 2009; in the data active = percent response above about 24%, passing the limit was not always enough; note: inactives centre near 1; some results filed as inactive read as strong as hits
M18AAP inhibitor: PfM18AAP inhibitors, malaria aminopeptidase, primary screen, biochemical, QFRET, recombinant enzyme. hit rate 1.2% among 290,000. inhibition, % at 7.35 µM. H-Glu-NHMec fluorogenic cleavage. AID 1822, 2009;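 active = inhibition above the campaign mean inhibition over all tested compounds plus 3 SD, cut at about 28% in these data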;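 note: 0% = plate median of test compound wells and 100% = 2 mM ZnCl2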
IMP-1 inhibitor: IMP-1 metallo-beta-lactamase inhibitors, primary screen, biochemical, epi-absorbance readout, Pseudomonas aeruginosa enzyme | hit rate 0.45% among 290,000 | purified IMP-1, nitrocefin hydrolysis, epi-absorbance fluorescence | AID 1556, 2009 | inhibition, % at 5.6 µM;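 active = inhibition above the mean plus 3 SD of all compounds in the same screening run, cut at about 4.5% in these data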;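 note: 0% = IMP-1 with DMSO and 100% = DMSO wells lacking enzyme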
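Assay system: purified recombinant IMP-1 beta-lactamase. Input: IMP-1 0.2 nM before substrate addition. Buffer or medium: Zinc- and detergent-supplemented HEPES buffer, pH 7.1. Schedule: 25 °C, 15 min preincubation, 25 min reaction. Signal: Epi-absorbance fluorescence, 480 nm excitation, 530 nm emission. Evaluation: percent inhibition from optical density relative to buffer-blank wells.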
HCV NS3 hel inh: inhibitors of HCV NS3 helicase, primary screen, biochemical, Cy5 molecular beacon fluorescence; hit rate 0.56% among 290,000; AID 1800, 2009; inhibition, % at 10.9 µM; NS3 helicase DNA unwinding;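 active = inhibition above the mean of all tested compounds plus 3 SD, set per campaign, cut at about 35% in these data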;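 note: 0% = DMSO wells and 100% = thioflavine S control wells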
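System: HCV NS3 helicase fragment; control set: DMSO and thioflavine S; technique: Cy5 fluorescence at 0 and 60 min, beacon hairpin quenching; reagent: beacon DNA duplex substrate plus ATP; replicates: singlicate; schedule: 1 h reaction at 25 °C, ATP-initiated; medium: MOPS buffer pH 6.5 with MgCl2, DTT, Tween20, BSA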
DNA FID counter: compounds displacing fluorescent DNA intercalator, primary screen, artefact control for HCV NS3 helicase inhibitor project, biochemical, FID fluorescence; DNA fluorescent intercalator displacement; inhibition, % at 7.9 µM; hit rate 0.17% among 290,000; in the data active = inhibition above about 37%;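 note: 0% = vehicle and 100% = reference compound; higher means more ethidium bromide displaced from hairpin DNA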
MEKK2 WT-MEK5: modulators of MEK5 binding to wildtype MEKK2, primary screen, biochemical, multiplex bead flow cytometry, Alexa488-MEK5; binding response (% of control), % at 10 µM; hit rate 1.1% among 290,000; Alexa488-MEK5 binding to MEKK2 WT; actives lie on both sides; in the data active = binding response below about 67% or above about 130%
UBC9 SUMO inh: inhibitors of in vitro SUMOylation cascade, primary screen, biochemical, HTRF, uHTS; hit rate 0.36% among 290,000; HTRF SUMOylation assay, SAE1/SAE2 + UBC9; inhibition, % at 35 µM; SUMO-conjugating enzyme UBC9 (Homo sapiens), P63279; in the data active = inhibition above about 50%, passing the limit was not always enough; note: strong numbers were not always called active
Target sequence (P63279 whole entry, looked up): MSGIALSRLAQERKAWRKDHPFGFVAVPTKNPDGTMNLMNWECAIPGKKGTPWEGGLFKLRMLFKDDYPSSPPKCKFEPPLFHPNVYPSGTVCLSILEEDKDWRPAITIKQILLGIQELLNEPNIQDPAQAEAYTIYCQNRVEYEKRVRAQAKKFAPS
An asterisk follows results filed as active; nt = not tested or not shown.

SMILES | VIM-2 inh | NALP1 yeast inh | MEKK2 mut-MEK5 | M18AAP inhibitor | IMP-1 inhibitor | HCV NS3 hel inh | DNA FID counter | MEKK2 WT-MEK5 | UBC9 SUMO inh
CN(C)S(=O)(=O)c1ccc(C(=O)N2CCCC2c2nc3ccccc3s2)cc1 (stereo not drawn) | -1.6 | -78 | -3 | 0 | -1.4 | -6 | -21 | 98 | -4
CNc1ncc(C(=O)c2ccc(-c3ccccc3)cc2)s1 | 0.2 | nt | 0 | 2 | -1.5 | -15 | -15 | 102 | 6
CN(/N=C/c1cc(Cl)cc(Cl)c1O)C(=S)NC(C)(C)C | -4.1 | 1 | -21 | 6 | -2.0 | 13 | -24 | 81 | 14
CCc1cc2cc3c(cc2nc1SCC(=O)Nc1c[nH]c(=O)[nH]c1=O)OCO3 | -0.2 | 12 | -1 | 8 | -3.1 | 41* | -16 | 98 | 3
O=C(CSc1nc2c([nH]c3ccccc32)c(=O)n1-c1cccc(Cl)c1)N1CCOCC1 | 3.3 | 1 | 2 | 4 | -2.2 | 3 | -8 | 103 | 47
Cc1ccc(N=C2C(=O)Nc3ccc(Br)cc32)cc1 | 1.2 | 23 | -4 | -1 | 0.2 | 6 | 2 | 100 | -14
O=C(NCc1nnc(SCC(=O)N2CCCC2)o1)c1c(F)cccc1Cl | -2.5 | -29 | 7 | 0 | -4.0 | 0 | -5 | 111 | 1
Cc1ccc(CNC(=O)CN(C(=O)C2(C)CC(=O)N=C3C=CC=CN32)c2ccccc2F)cc1 (stereo not drawn) | -1.8 | 8 | -6 | -9 | -1.6 | 3 | -11 | 97 | 14
COc1cccc(-c2ocnc2C(=O)Nc2ccc3c(c2)CCC3)c1 | -2.8 | 5 | -1 | 0 | -4.6 | 10 | -13 | 98 | 14
O=C(CCC(=O)N1CCN(c2ccc(F)cc2)CC1)c1ccccc1 | -6.0 | 22 | -1 | -2 | 0.0 | -4 | -41 | 98 | -4
CCOc1ccc(CN(C)C(=O)CNC(=O)c2ccc3ccccc3c2)cc1OC | -2.6 | 7 | 1 | 1 | -1.2 | 35 | -50 | 100 | -17
COC(=O)c1ccc(NC(=O)c2cccc(Cl)c2)o1 | -2.5 | -5 | -1 | 1 | -0.9 | -6 | -1 | 97 | -2
CCNC(=S)NNC(=O)CCn1c2ccccc2c2ccccc21 | -4.0 | 4 | 6 | 6 | -3.2 | -6 | -10 | 103 | -19
COc1ccccc1Cn1c(=S)[nH]c2cc(C(=O)NCC3CCCO3)ccc2c1=O (stereo not drawn) | -2.8 | -5 | -3 | 5 | -3.9 | -4 | -16 | 98 | 13
COc1ccc(N2C(=O)CCC(C(=O)NCc3ccccn3)C2c2ccc(F)cc2)cc1 (stereo not drawn) | -4.6 | -7 | 5 | -2 | -1.4 | 3 | -15 | 104 | 1
COc1ccc(NC(=O)Nc2cccs2)cn1 | -4.7 | 3 | -5 | 18 | -1.4 | -4 | -4 | 92 | -15
CCCn1c(SCN2C(=O)c3ccccc3C2=O)nc2cc(Cl)ccc2c1=O | -1.3 | 17 | -3 | -4 | -2.0 | -9 | 3 | 88 | -5
O=C(Oc1cccc(-n2cnnn2)c1)c1ccccc1 | -2.0 | 22 | -1 | -4 | -4.0 | 0 | 0 | 100 | 14
CCNC(=S)NCc1ccc2[nH]c(C)cc2c1 | -0.6 | 19 | 14 | -5 | -2.2 | -28 | -2 | 86 | 33
CC1(C)S[C@@H]2[C@H](NC(=O)COc3ccccc3)C(=O)N2C1C(=O)OCc1cc2ccccc2n1S(=O)(=O)c1ccccc1 (stereo partly drawn) | 0.5 | 7 | -5 | -11 | 0.4 | 0 | -43 | 98 | 16
O=C1C2CCCCN2C(=O)N1CCCCN1CCN(c2ccc(F)cc2)CC1 (stereo not drawn) | -1.6 | 8 | 1 | -2 | -0.6 | -2 | 3 | 104 | 7
Cc1ccc(NC(=O)O/N=C2\CCCCC2c2ccc([N+](=O)[O-])cc2[N+](=O)[O-])cc1 (stereo not drawn) | -1.7 | 3 | nt | 1 | -2.2 | 1 | 2 | nt | 15
CCCNc1nc(=S)n(-c2ccccc2)c(C)c1C(C)=O | 0.1 | -1 | -7 | -3 | -0.7 | -2 | -2 | 97 | 19
O=C1CN=C(Nc2cccc(C(F)(F)F)c2)N1C1CCCC1 | -3.8 | 0 | 10 | 2 | -3.3 | 6 | -3 | 113 | -4
COc1cccc(-c2nn(C)c3sc(C(=O)NCc4ccc(C)o4)cc23)c1 | -1.3 | -4 | 1 | -8 | 4.7* | 9 | -11 | 106 | 28
Cc1nonc1NC(=O)CSc1nnc(-c2ccoc2C)n1CC(C)C | -4.0 | 7 | 4 | -7 | -1.0 | -7 | -22 | 110 | -4
c1cncc(CSc2ccc(-c3cccnc3)nn2)c1 | -1.4 | -12 | -1 | -4 | -2.8 | 0 | -2 | 112 | -5
O=C(Cc1ccccc1)N1CCN(C(=O)c2ccc([N+](=O)[O-])cc2)CC1 | -1.5 | 6 | -5 | 3 | -3.7 | -1 | 1 | 90 | -4
CC1=Nc2ccccc2N=C(NC(=O)/C=C/C(=O)O)C1c1ccccc1 (stereo not drawn) | -2.9 | nt | 5 | 9 | -3.5 | -2 | -4 | 102 | 3
O=C(O)c1ccc2[nH]c3c(c2c1)CSCC3 | 5.0 | -8 | 2 | -12 | -0.5 | 2 | -6 | 98 | 11

Six entries from above, sorted by the number in VIM-2 inh, descending.
SMILES | VIM-2 inh | NALP1 yeast inh | MEKK2 mut-MEK5 | M18AAP inhibitor | IMP-1 inhibitor | HCV NS3 hel inh | MEKK2 WT-MEK5 | UBC9 SUMO inh
CCCn1c(SCN2C(=O)c3ccccc3C2=O)nc2cc(Cl)ccc2c1=O | -1.3 | 17 | -3 | -4 | -2.0 | -9 | 88 | -5
Cc1ccc(CNC(=O)CN(C(=O)C2(C)CC(=O)N=C3C=CC=CN32)c2ccccc2F)cc1 (stereo not drawn) | -1.8 | 8 | -6 | -9 | -1.6 | 3 | 97 | 14
CCNC(=S)NNC(=O)CCn1c2ccccc2c2ccccc21 | -4.0 | 4 | 6 | 6 | -3.2 | -6 | 103 | -19
CN(/N=C/c1cc(Cl)cc(Cl)c1O)C(=S)NC(C)(C)C | -4.1 | 1 | -21 | 6 | -2.0 | 13 | 81 | 14
COc1ccc(NC(=O)Nc2cccs2)cn1 | -4.7 | 3 | -5 | 18 | -1.4 | -4 | 92 | -15
O=C(CCC(=O)N1CCN(c2ccc(F)cc2)CC1)c1ccccc1 | -6.0 | 22 | -1 | -2 | 0.0 | -4 | 98 | -4

(continued)
SMILES | VIM-2 inh | NALP1 yeast inh | MEKK2 mut-MEK5 | M18AAP inhibitor | IMP-1 inhibitor | HCV NS3 hel inh | DNA FID counter | MEKK2 WT-MEK5 | UBC9 SUMO inh
CC(C)(C)C(=O)Nc1nnc(SCc2cccc(F)c2)s1 | -1.1 | -4 | -6 | 0 | -2.9 | -1 | -13 | 91 | 15
CCN(CC(=O)Nc1cc(Cl)ccc1C)C(=O)C1CCCCC1 | -1.0 | -7 | -3 | 3 | -3.5 | 3 | -17 | 102 | 9
CCOc1cccc2sc(Nc3nc4ccc(NC(C)=O)cc4s3)nc12 | 0.5 | 0 | -1 | 0 | -2.7 | -5 | -2 | 101 | -72
CCCCn1c(SCC(=O)Nc2cc(C(F)(F)F)cc(C(F)(F)F)c2)nnc1C(CC)N(C)C (stereo not drawn) | -0.8 | 20 | 1 | -1 | -0.3 | -5 | 4 | 101 | -2
Cc1cccc(NC(=O)CCSc2nc(C)cc(C)n2)c1 | -1.7 | 21 | -1 | 10 | -2.5 | 1 | -7 | 101 | 10
N#Cc1cc2c(nc1SCC(=O)Nc1sc3c(c1C#N)CCC3)CCCC2 | -1.3 | 5 | 5 | 6 | -3.0 | 6 | -5 | 112 | -7
COc1ccc(CN2CCN(Cc3ccccc3)C(CCO)C2)cc1OC (stereo not drawn) | 0.1 | 17 | -3 | -16 | -1.9 | -2 | -1 | 98 | 24
COC(=O)c1sccc1S(=O)(=O)Nc1ccc(S(N)(=O)=O)cc1 | -1.8 | nt | -8 | 1 | -2.5 | -6 | -3 | 97 | 18
CCOC(=O)c1cccc(NC(=O)c2cnc3ccccc3n2)c1 | -3.4 | 34 | 19 | -2 | -3.4 | -4 | -8 | 108 | 13
CC(C)N1CCN(Cc2ccc(C#CC(C)(C)O)s2)CC1CCO (stereo not drawn) | -0.7 | 2 | 0 | -3 | -1.4 | 1 | -1 | 102 | 23
O=C(O)c1ccccc1Nc1ccc(OC(F)F)cc1 | -0.8 | 24 | -3 | -8 | -3.0 | 13 | -14 | 98 | 5
c1ccc(-c2ccc(OCCOCCn3cncn3)cc2)cc1 | -0.7 | 7 | 3 | 3 | -4.9 | 3 | -7 | 103 | -10
Cc1cc(C(=O)Nc2ccc3c(c2)OCCO3)co1 | -1.0 | 14 | 5 | 0 | -2.1 | -3 | 1 | 104 | -28
O=C(O)CN1C(=O)c2ccc(Oc3ccc4c(c3)C(=O)N(CC(=O)O)C4=O)cc2C1=O | -0.8 | nt | 6 | 2 | 0.0 | 7 | -6 | 101 | -10
Cc1ccccc1-c1nc(CS(=O)(=O)CC(=O)NCc2ccc(F)cc2)c(C)o1 | -1.9 | 14 | 0 | 2 | -2.6 | -7 | -38 | 98 | 15
O=C(NCCN1CCOCC1)c1cn(CCc2ccccc2)nn1 | 1.1 | 38 | 3 | -6 | -2.7 | 2 | -1 | 109 | 16
CCn1cc(C(=O)OCC(=O)OC2CC(C)CCC2C(C)C)c(=O)c2ccc(C)nc21 (stereo not drawn) | -5.1 | 41 | 1 | 1 | -8.8 | -2 | -28 | 106 | -2
COc1ccc(C(=O)c2cc([N+](=O)[O-])ccc2N2CCN(C)CC2)cc1 | -0.8 | 27 | -6 | 8 | -1.0 | -21 | 40* | 98 | 28

Complete entries, quoted from the list.
Results for O=C(O)c1ccccc1Nc1ccc(OC(F)F)cc1 = VIM-2 inh: -0.8; NALP1 yeast inh: 24; MEKK2 mut-MEK5: -3; M18AAP inhibitor: -8; IMP-1 inhibitor: -3.0; HCV NS3 hel inh: 13; DNA FID counter: -14; MEKK2 WT-MEK5: 98; UBC9 SUMO inh: 5
Results for CC(C)(C)C(=O)Nc1nnc(SCc2cccc(F)c2)s1 = VIM-2 inh: -1.1; NALP1 yeast inh: -4; MEKK2 mut-MEK5: -6; M18AAP inhibitor: 0; IMP-1 inhibitor: -2.9; HCV NS3 hel inh: -1; DNA FID counter: -13; MEKK2 WT-MEK5: 91; UBC9 SUMO inh: 15

Compounds were not picked by outcome; about 4.7% have a hit in one of these screens.
